From PubChem
LmPK inh: blocks Leishmania mexicana pyruvate kinase activity; Q27686; purified LmPK, Kinase-Glo ATP luminescence, 1 h; Potency, µM (titrated, usually from 57.5 µM), without a hit: at the top dose activity change, negative = inhibition, hits mostly inhibitors; 290,000 tested, 0.37% active; AID 1721; further: potency means the concentration at half of the fitted maximal effect
Target sequence (Q27686 whole entry, looked up): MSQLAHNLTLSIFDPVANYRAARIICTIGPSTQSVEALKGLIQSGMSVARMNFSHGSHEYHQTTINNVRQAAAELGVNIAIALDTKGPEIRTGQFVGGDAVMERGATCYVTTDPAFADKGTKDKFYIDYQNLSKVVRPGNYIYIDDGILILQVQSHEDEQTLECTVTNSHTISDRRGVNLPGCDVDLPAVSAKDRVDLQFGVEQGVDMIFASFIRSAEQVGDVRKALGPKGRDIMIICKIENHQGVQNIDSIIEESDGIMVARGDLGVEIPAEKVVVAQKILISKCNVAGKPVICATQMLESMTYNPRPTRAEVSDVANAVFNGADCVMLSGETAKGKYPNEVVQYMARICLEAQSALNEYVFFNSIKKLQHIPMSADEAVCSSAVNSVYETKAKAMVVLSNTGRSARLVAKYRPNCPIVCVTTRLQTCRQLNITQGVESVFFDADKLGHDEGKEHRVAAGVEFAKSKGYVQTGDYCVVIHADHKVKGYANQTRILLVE
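In 50 mM imidazole pH 7.2 with 7 mM MgCl2, LmPK (0.1 nM) turned over PEP (0.5 mM) and ADP (0.1 mM) for 1 h at room temperature. Luciferase read-out of ATP.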
AMA1-RON2 inh: AMA1-RON2 (P. falciparum) interaction inhibition. AlphaScreen AMA1-biotinylated RON2 peptide binding. Potency, µM (highest dose often 58.2 µM), for the others: top-dose activity change, negative = inhibition, most hits filed as inhibitors. 360,000 tested, 0.2% active;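 further: potency means the concentration at half of the fitted maximal effect; 0% = vehicle wells and -100% = peptide control; nearly all actives have a fitted effect of over 45% in size; some results filed as inactive show a strong effect at the top dose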
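AMA1 (3D7) with his tag at 25 nM final met compounds first, then biotinylated RON2 peptide at 25 nM; detection used donor plus acceptor beads, 10 µg/mL apiece, read by AlphaScreen after 30 min at room temperature.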
AmpC inh no detg: inhibitors of E. coli AmpC beta-lactamase without detergent; P00811; AmpC nitrocefin hydrolysis, absorbance 480 nm, 0.0001% Triton; Potency, µM (highest dose often 57.1 µM), inactives show at the top dose activity change, negative = inhibition, usual class: inhibitors; 330,000 tested, 0.52% active; AID 485341;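 further: potency means the concentration at half of the fitted maximal effect; plate controls were no compound for no effect and no enzyme for full effect; nearly all actives have a fitted effect of over 20% in size; some results filed as inactive show a strong effect at the top dose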
Target sequence (P00811 whole entry, looked up): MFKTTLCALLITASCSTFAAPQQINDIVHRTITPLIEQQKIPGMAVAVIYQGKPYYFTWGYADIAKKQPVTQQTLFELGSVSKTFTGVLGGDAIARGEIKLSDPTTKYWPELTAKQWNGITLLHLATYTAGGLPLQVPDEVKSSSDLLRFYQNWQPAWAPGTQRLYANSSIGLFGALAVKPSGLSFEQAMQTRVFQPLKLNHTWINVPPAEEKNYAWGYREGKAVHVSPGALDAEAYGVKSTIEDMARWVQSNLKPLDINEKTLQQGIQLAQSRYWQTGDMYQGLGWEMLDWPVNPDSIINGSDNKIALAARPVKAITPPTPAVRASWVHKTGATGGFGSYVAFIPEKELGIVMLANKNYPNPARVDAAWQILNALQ
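20 mM phosphate pH 7.0 + 0.01% (detergent screen) or 0.0001% Triton X-100; 5.3 nM AmpC reagent; cpd preinc 15 min RT; nitrocefin (800 uM stock) to start; A480 q20 s × 4 min; Activity was normalised to no-enzyme and no-compound control wells.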
HCMV antiviral: inhibitors of human cytomegalovirus | HFF cells, HCMV-luciferase reporter, 72 h; active compounds read low | activity change, negative = inhibition, % at 57.5 µM | 410,000 tested, 4.5% active | AID 1259415; in the data active means activity change below about -60%; inconclusive means no clear call, values can overlap the other calls; inactive means above about -39%
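Luciferase read-out from HCMV-luciferase-infected HFFs (MOI 1 PFU/cell) 72 h post infection at 37C; compounds added after 16 h cell attachment; activity normalized between buffer-only basal and Salinomycin (10uM) inhibitor controls.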
Tb PYK inh: inhibitors of Trypanosoma brucei pyruvate kinase. Q57TT1. TbPYK enzyme, Kinase-Glo Plus ATP luminescence, 45 min. Potency, µM (series often up to 76.8 µM), for inactives: at the top dose activity, negative = inhibition, usual class: inhibitors. 410,000 tested, 0.12% active. AID 624173; further: potency means the concentration at half of the fitted maximal effect; nearly all actives have a fitted effect of over 50% in size
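In this concentration-response screen, enzyme-free wells defined baseline while DMSO plates tracked drift. Each reaction combined TbPYK, substrate, compound and 130 uM ADP for 45 min at room temperature. Kinase-Glo Plus luminescence gave the signal.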
Sm TGR inh: blocks Schistosoma mansoni thioredoxin glutathione reductase | AID 485364 | purified TGR, DTNB reduction, TNB absorbance 405 nm | 360,000 tested, 3% active | Potency, µM (titrated, usually from 114 µM), inactives show at the top dose activity change, negative = inhibition, hits mostly inhibitors | Q962Y6; further: potency means the concentration at half of the fitted maximal effect; nearly all actives have a fitted effect of over 60% in size
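Kinetic colorimetric format: TGR-catalysed, NADPH-driven DTNB reduction monitored via TNB absorbance. Enzyme dispensed at 20 nM; compound exposure 15 min at room temperature before reaction start.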
AmpC inh detg: AmpC beta-lactamase inhibition with detergent present; AID 485294; 370,000 tested, 0.041% active; AmpC hydrolysis of nitrocefin, absorbance 480 nm, 0.01% Triton; Potency, µM (highest dose often 114 µM), for the others: at the top dose activity change, negative = inhibition, actives largely listed as inhibitors; P00811;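 further: potency means the concentration at half of the fitted maximal effect; 0% = no-compound wells and -100% = no-enzyme wells; nearly all actives have a fitted effect of over 25% in size; some results filed as inactive show a strong effect at the top dose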
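AmpC (5.3 nM in the dispensed reagent) in 20 mM phosphate pH 7.0 with 0.01% (detergent screen) or 0.0001% Triton X-100 was preincubated with compounds for 15 min at room temperature. Nitrocefin was then added from an 800 uM solution, and hydrolysis was followed at 480 nm.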
* = called active by the depositor; [ ] = another dose, or the depositor's remark. Unless noted, the call rests on the fitted dose curve; in most records, active means well fitted curve in the direction sought with a large enough effect; inconclusive means small, poorly fitted or top-dose-only effect, or another doubt; inactive means no such curve, though single readings can be large; an effect the other way counts as inactive or inconclusive. Unless noted, on the % scale 0 is the no-effect control and ±100 the full control effect. An unsorted share of the library; overall some 7.4% were active at least once.

Screening CC1(C)CC(=O)N(c2cccc(C(F)(F)F)c2)C(=O)C1 returned LmPK inh -4%, AMA1-RON2 inh 41%[activator], AmpC inh no detg -2%, HCMV antiviral 25, Tb PYK inh -2%, Sm TGR inh 0% and AmpC inh detg 1%.
`O=C(c1ccc(COc2ccc3ccccc3c2)o1)N1N=C(C(F)F)CC1(O)C(F)F` (stereo not given) gave LmPK inh 7%, AMA1-RON2 inh 15%, AmpC inh no detg -16%, HCMV antiviral -9, Tb PYK inh 16%, Sm TGR inh -25% and AmpC inh detg -8%.
COc1ccc(-c2ccc(-c3noc(-c4ccccc4C)n3)c(OC)n2)cc1 was read as LmPK inh 3%, AMA1-RON2 inh 4%, AmpC inh no detg -23%, HCMV antiviral -1, Tb PYK inh -2%, Sm TGR inh 7% and AmpC inh detg inconclusive.
Cc1ccc(CCNC(=O)CCNS(=O)(=O)c2ccc3c(c2)c(=O)n(C)c(=O)n3C)cc1 was read as LmPK inh 3%, AMA1-RON2 inh 0%, AmpC inh no detg 0%, HCMV antiviral -2, Tb PYK inh 3%, Sm TGR inh 28% and AmpC inh detg 5%.
CCC(=O)Nc1nc2nc(-c3ccccc3)cc(-c3ccccc3)n2n1 was read as LmPK inh 1%, AMA1-RON2 inh -3%, AmpC inh no detg -15%, HCMV antiviral 13, Tb PYK inh -3%, Sm TGR inh -18% and AmpC inh detg -10%.
O=C(O)c1ccccc1C(=O)Nc1ccc(-n2nc(C(F)(F)F)cc2C(F)(F)F)cc1 was read as LmPK inh -2%, AMA1-RON2 inh -5%, AmpC inh no detg -1%, HCMV antiviral -19, Tb PYK inh 1%, Sm TGR inh 3% and AmpC inh detg 0%.
Screening O=C(COC(=O)c1cccc(O)c1)Nc1nnc(-c2ccccc2)o1 returned AMA1-RON2 inh 26%, AmpC inh no detg -25%, HCMV antiviral -25, Tb PYK inh 0%, Sm TGR inh 6% and AmpC inh detg -19%.
For O=c1c2cnn(-c3ccccc3)c2ncn1CCc1ccccc1 the results were LmPK inh 1%, AMA1-RON2 inh 22%, AmpC inh no detg -21%, HCMV antiviral 8, Tb PYK inh 4%, Sm TGR inh 3% and AmpC inh detg -12%.
For O=C(NC(Cc1ccccc1)C(=O)NCc1ccccn1)c1ccco1 (stereo not given) the results were LmPK inh 0%, AMA1-RON2 inh 55%[activator], AmpC inh no detg -21%, HCMV antiviral 9, Tb PYK inh -8%, Sm TGR inh inconclusive and AmpC inh detg inconclusive.
`CCOc1ccc(NC(=S)N2CCCC2)cc1` gave LmPK inh -4%, AMA1-RON2 inh -6%, AmpC inh no detg -4%, HCMV antiviral -36, Tb PYK inh -1%, Sm TGR inh inconclusive and AmpC inh detg 1%.
For CCN(CC)c1cc(-c2ccccc2)ncn1 the results were LmPK inh 2%, AMA1-RON2 inh -26%, AmpC inh no detg -20%, HCMV antiviral 25, Tb PYK inh 4%, Sm TGR inh -15% and AmpC inh detg -4%.
Screening NS(=O)(=O)c1cc(C(=O)NCC2CCCCC2)ccc1Cl returned LmPK inh 1%, AMA1-RON2 inh -3%, AmpC inh no detg -12%, HCMV antiviral 6, Tb PYK inh 5%, Sm TGR inh 2% and AmpC inh detg -9%.
`Cc1ccc(CN2CCc3c(OCC(=O)Nc4cccc(C)c4C)cccc3C2=O)cc1` gave LmPK inh 1%, AmpC inh no detg -46%, Sm TGR inh -5% and AmpC inh detg 0%.
O=c1c2ccccc2nc(/C=C/c2ccc([N+](=O)[O-])o2)n1CCCO was read as LmPK inh 2%, AMA1-RON2 inh 2%, AmpC inh no detg -17%, HCMV antiviral -108*, Tb PYK inh -10%, Sm TGR inh 18µM* and AmpC inh detg -18%.
For Cc1oc2c(C)c3oc(=O)c(CCC(=O)N[C@@H](CC(C)C)C(=O)O)c(C)c3cc2c1C the results were LmPK inh -1%, AMA1-RON2 inh 4%, AmpC inh no detg -4%, HCMV antiviral -38, Tb PYK inh 1%, Sm TGR inh -10% and AmpC inh detg 0%.
`COc1cc(Nc2nc3c(S(=O)(=O)c4ccc(C)c(C)c4)nnn3c3ccsc23)cc(OC)c1` gave HCMV antiviral -31, Tb PYK inh 4%, Sm TGR inh 2% and AmpC inh detg -3%.
Cc1ccc(CNC(=O)CN(C(=O)C2(C)CC(=O)N=C3C=CC=CN32)c2ccc(F)cc2)cc1 (stereo not given) was read as LmPK inh 6%, AMA1-RON2 inh 3%, AmpC inh no detg -2%, HCMV antiviral -13, Tb PYK inh 3%, Sm TGR inh -3% and AmpC inh detg inconclusive.
Screening COc1ccc(CCN2CC(C(=O)OC(C)C(=O)Nc3cccc(Cl)c3)CC2=O)cc1OC (stereo not given) returned AMA1-RON2 inh -5%, AmpC inh no detg 126%[activator], HCMV antiviral inconclusive, Tb PYK inh 0%, Sm TGR inh -2% and AmpC inh detg 5%.
`CC(=O)NC(CSc1cc(C)nc2ccc(Br)cc12)C(=O)O` (stereo not given) gave LmPK inh 0%, AMA1-RON2 inh 2%, AmpC inh no detg -13%, HCMV antiviral 1, Tb PYK inh -3%, Sm TGR inh -17% and AmpC inh detg 2%.
For COc1ccc(Br)cc1-c1nc(C)c(C(C)=O)n1O the results were LmPK inh -4%, AMA1-RON2 inh -1%, AmpC inh no detg -15%, HCMV antiviral 37, Tb PYK inh -4%, Sm TGR inh -1% and AmpC inh detg inconclusive.
Nc1nc(NCCc2ccccc2)nc(NCCO)c1[N+](=O)[O-] was read as LmPK inh 5%, AMA1-RON2 inh -3%, AmpC inh no detg -24%, HCMV antiviral 27, Tb PYK inh -8%, Sm TGR inh -3% and AmpC inh detg inconclusive.
For O=C(Nc1ccc(N2CCOCC2)cc1)Nc1ccc2nc(-c3ccco3)c(-c3ccco3)nc2c1 the results were LmPK inh 0%, AMA1-RON2 inh -22%, AmpC inh no detg 121%[activator], HCMV antiviral -60*, Tb PYK inh -20%, Sm TGR inh 4.5µM* and AmpC inh detg -9%.
For COc1ccc([N+](=O)[O-])c(S(=O)(=O)c2ccccc2)n1 the results were LmPK inh 1%, AMA1-RON2 inh -11%, AmpC inh no detg -28%, HCMV antiviral -97*, Tb PYK inh 5%, Sm TGR inh 0.1µM* and AmpC inh detg inconclusive.
For Cc1ccc(OCC(=O)c2cc(C)n(C)c2C)c([N+](=O)[O-])n1 the results were LmPK inh 4%, AMA1-RON2 inh -8%[11.6 µM], AmpC inh no detg 14%, HCMV antiviral -71*, Tb PYK inh -6%, Sm TGR inh inconclusive and AmpC inh detg inconclusive.
Screening O=S(=O)(c1cccc2cccnc12)N1CCOCC1 returned LmPK inh 2%, AMA1-RON2 inh -1%, AmpC inh no detg -7%, HCMV antiviral 32, Tb PYK inh -9%, Sm TGR inh -1% and AmpC inh detg -1%.
For CCn1nccc1C(=O)NC1=C(C#N)CCC1 the results were LmPK inh -5%, AMA1-RON2 inh 13%, AmpC inh no detg -20%, HCMV antiviral 27, Tb PYK inh -14%, Sm TGR inh -19% and AmpC inh detg inconclusive.
Screening COCCOC(=O)C1=C(N)OC2=C(C(=O)CC(C)(C)C2)C1c1ccncc1 (stereo not given) returned LmPK inh 5%, AMA1-RON2 inh -7%, AmpC inh no detg 2%, HCMV antiviral -26, Tb PYK inh 1%, Sm TGR inh 8% and AmpC inh detg 5%.
For CC(C)c1ccc(S(=O)(=O)N2CCN(C(=O)C3CCCCC3)CC2)cc1 the results were LmPK inh 2%, AMA1-RON2 inh -5%, AmpC inh no detg 46%, HCMV antiviral -25, Tb PYK inh -6%, Sm TGR inh -13% and AmpC inh detg inconclusive.
For Cc1nn2c(-c3ccc(S(=O)(=O)N4CCN(CCO)CC4)o3)nnc2c2ccccc12 the results were LmPK inh -2%, AMA1-RON2 inh -6%, AmpC inh no detg 177%[activator], HCMV antiviral -13, Tb PYK inh -2%, Sm TGR inh -19% and AmpC inh detg 0%.
Screening Cc1ccc2cc(C3CC(c4cccs4)=NN3S(C)(=O)=O)c(Cl)nc2c1 (stereo not given) returned LmPK inh 0%, AMA1-RON2 inh -3%, AmpC inh no detg 29%, HCMV antiviral inconclusive, Tb PYK inh 5%, Sm TGR inh 2% and AmpC inh detg 2%.
Screening CCOc1ccc(CC(=O)Nc2c(C(=O)c3ccc(Cl)cc3)oc3ccccc23)cc1OCC returned HCMV antiviral -23, Tb PYK inh 4%, Sm TGR inh 8% and AmpC inh detg -1%.
For COc1ccc(NC(=O)CN(C)C(=O)c2cccc(S(=O)(=O)Nc3ccc(F)cc3)c2)cc1 the results were AMA1-RON2 inh -6%[11.6 µM], AmpC inh no detg -18%, HCMV antiviral -20, Tb PYK inh 0%, Sm TGR inh -1% and AmpC inh detg -14%.
For COc1ccc(Cn2ccn(Cc3cccc(Cl)c3)c(=O)c2=O)cc1 the results were HCMV antiviral inconclusive, Tb PYK inh -1%, Sm TGR inh -4% and AmpC inh detg 0%.
For CCC(C)N(C(=O)COC(=O)C1CCN(S(=O)(=O)c2ccc(C)c(C)c2)CC1)C1CCS(=O)(=O)C1 (stereo not given) the results were AMA1-RON2 inh -8%, AmpC inh no detg 169%[activator], HCMV antiviral -17, Tb PYK inh 2%, Sm TGR inh -14% and AmpC inh detg -16%.
`Cc1ccc(C)c(NC(=O)c2cc(-c3ccccc3O)n[nH]2)c1` gave LmPK inh 3%, AMA1-RON2 inh 64%[activator], AmpC inh no detg -38%, HCMV antiviral -17, Tb PYK inh 1%, Sm TGR inh 9% and AmpC inh detg -1%.
CC(=O)c1ccc(NC(=O)Cn2cnc(S(=O)(=O)N3CCC(C)CC3)c2)cc1 was read as LmPK inh -3%, AMA1-RON2 inh 6%, AmpC inh no detg 2%, HCMV antiviral -2, Tb PYK inh -21%, Sm TGR inh 5% and AmpC inh detg -1%.

2 neighbouring entries from above, quoted:
For COc1ccc(Cn2ccn(Cc3cccc(Cl)c3)c(=O)c2=O)cc1 the results were HCMV antiviral inconclusive, Tb PYK inh -1%, Sm TGR inh -4% and AmpC inh detg 0%.
For CCC(C)N(C(=O)COC(=O)C1CCN(S(=O)(=O)c2ccc(C)c(C)c2)CC1)C1CCS(=O)(=O)C1 (stereo not given) the results were AMA1-RON2 inh -8%, AmpC inh no detg 169%[activator], HCMV antiviral -17, Tb PYK inh 2%, Sm TGR inh -14% and AmpC inh detg -16%.
